SENP7 inh: inhibitors of human SENP7 protease | Q9BQF6 | recombinant SENP7, Z-RLRGG-aminoluciferin luminescence, 40 min | inhibition, % at 5 µM | 1.5% of 330,000 active;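 active = inhibition above about 50% at the single test dose, limit read from the data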;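 also: plate controls were DMSO with enzyme for no effect and no enzyme buffer wells for full effect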
Target sequence (Q9BQF6 706-1050 limits assumed): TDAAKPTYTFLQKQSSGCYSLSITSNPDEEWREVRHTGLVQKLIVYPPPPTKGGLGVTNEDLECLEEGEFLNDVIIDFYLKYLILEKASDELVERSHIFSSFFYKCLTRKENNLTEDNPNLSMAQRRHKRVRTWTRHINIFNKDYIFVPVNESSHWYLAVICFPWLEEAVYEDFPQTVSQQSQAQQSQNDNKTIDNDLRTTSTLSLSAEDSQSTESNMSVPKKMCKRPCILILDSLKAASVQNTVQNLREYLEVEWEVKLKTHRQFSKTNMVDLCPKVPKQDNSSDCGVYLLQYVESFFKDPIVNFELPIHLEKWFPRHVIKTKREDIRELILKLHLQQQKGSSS
SENP6 block: SENP6 protease inhibition; Recombinant SENP6 catalytic domain, aminoluciferin luminescence; 1.8% of 330,000 active; inhibition, % at 10 µM;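 active = inhibition above about 50% at the single tested dose, limit read from the data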;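 also: plate controls were DMSO wells with enzyme for no effect and DMSO wells lacking enzyme for full effect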
Target sequence (Q9GZR1 628-1112 limits assumed): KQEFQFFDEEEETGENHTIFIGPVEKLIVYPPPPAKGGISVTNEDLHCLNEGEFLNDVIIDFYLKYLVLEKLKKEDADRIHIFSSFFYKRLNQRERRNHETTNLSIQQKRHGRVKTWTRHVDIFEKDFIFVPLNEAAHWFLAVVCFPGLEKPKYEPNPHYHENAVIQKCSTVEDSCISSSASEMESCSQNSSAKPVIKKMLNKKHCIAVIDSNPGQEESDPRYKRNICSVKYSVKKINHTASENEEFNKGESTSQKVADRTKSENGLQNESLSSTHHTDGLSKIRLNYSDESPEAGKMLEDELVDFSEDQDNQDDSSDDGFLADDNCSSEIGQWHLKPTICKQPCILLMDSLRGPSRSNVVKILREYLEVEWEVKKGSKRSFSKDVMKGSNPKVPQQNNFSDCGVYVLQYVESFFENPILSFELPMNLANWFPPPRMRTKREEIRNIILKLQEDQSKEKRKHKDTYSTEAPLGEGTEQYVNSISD
* = called active by the depositor. A portion of the library, so the mix of outcomes need not match the whole.

SENP6 block	SENP7 inh	SMILES
13.6	-1.1	Cc1ccc(C(=O)c2ccc(C(F)(F)F)cc2)cc1
0.7	-5.2	CCc1nc(SCC#N)c(C#N)cc1C
-9.8	12.4	CCOC(OCC)c1cn(Cc2ccc3c(c2)C(=O)c2ccccc2C3=O)nn1
-0.5	3.8	CNC(=O)c1c(NC(=O)c2ccc(S(=O)(=O)N3CCCC3)cc2)sc2c1CCN(C(C)C)C2
13.6	-1.8	Cn1c(C(C#N)C2=C(Cl)C(=O)N(c3ccccc3)C2=O)nc2ccccc21 (configuration not stated)
-11.4	2.3	O=C(Sc1cccc2cccnc12)c1ccc(F)cc1
2.5	7.5	CCOc1ccc(C2C(C#N)=C(N)SC(N)=C2C#N)cc1OC
-14.7	9.9	Cc1ccc(C2=NN=C(NC(=O)CSc3nc(C)cc(C)n3)SC2)cc1
-1.4	5.3	CCN1CCN(C2CC(=O)NC2=O)CC1 (configuration not stated)
-31.7	4.9	CCCC1CC(=O)OC1(C)C(=O)CSc1n[nH]c(-c2ccccc2)n1 (configuration not stated)
-1.2	-0.9	O=C(O)C1C2C=CC(O2)C1C(=O)NCCCn1ccnc1 (configuration not stated)
-4.8	1.9	Cc1ccnc(NS(=O)(=O)c2cc(C(F)(F)F)ccc2Cl)c1
-8.6	-0.7	Cc1ccc(NCN2C(=O)C3C4CCC(C4)C3C2=O)cc1 (configuration not stated)
-36.2	5.2	C=CCC(Nc1ccccc1)c1ccc(OC)c(OC)c1 (configuration not stated)
-11.3	-6.6	CCN1C(=O)[C@H]2[C@H]3[C@H](O)[C@H](O)C/C(=N\OC[C@@H](C)[C@H](OCc4ccccc4)C(C)C)[C@@H]3CC[C@H]2C1=O
-14.6	-4.5	Cc1ccccc1Nc1nnc(SCC(=O)NC(=O)Nc2ccc3c(c2)OCCO3)s1
-35.4	-4.7	O=C(N/N=C/c1ccncc1)c1cccc([N+](=O)[O-])c1
-14.6	-4.1	COc1ccc(N2C(=O)CC(S/C(N)=N/N=C/c3ccnc4ccccc34)C2=O)cc1 (configuration not stated)
-3.2	-10.7	COc1cccc(C2=CC(c3ccc(N(C)C)cc3)n3ncnc3N2)c1 (configuration not stated)
8.1	4.0	CCCn1c(=NC(=O)c2c(-c3c(F)cccc3Cl)noc2C)c(C(=O)OCC)cc2c(=O)n3ccccc3nc21
-12.4	-1.2	CC1CCCN(C(=O)c2cc(N3C(=O)C4C5CCC(C5)C4C3=O)ccc2Cl)C1 (configuration not stated)
5.1	-11.1	CS(=O)(=O)c1nc(-c2ccco2)cc(C(F)(F)F)n1
-3.4	-0.3	C/C(CCC(=O)OC[C@H]1O[C@H](C#Cc2ccccc2)C=C[C@@H]1Oc1ccc(C)cc1)=N\OC[C@@H](O)[C@H]1O[C@@H]2OC(C)(C)O[C@@H]2[C@H]1O
-0.2	1.9	COc1ccc(Oc2coc3cc(OCC(=O)N4CCCCC4)ccc3c2=O)cc1
0.5	-6.7	CC(c1ccccc1)n1c(NCCCn2ccnc2)nc2c1c(=O)[nH]c(=O)n2C (configuration not stated)
3.2	-6.9	Cc1ccc2nc(-c3ccccc3)nc(SC(C)C(=O)NCc3cccs3)c2c1 (configuration not stated)
-0.4	7.9	CCOC(=O)c1c(NC(=O)C2=C(C)NC(=S)NC2c2ccc(CC)cc2)sc(C)c1C (configuration not stated)
-1.5	-4.1	CCNc1nc(=S)nc(NCc2ccccc2)[nH]1
9.2	0.8	CCC(C)NC(=O)c1cc(Sc2nnc(C)s2)nc2ccccc12 (configuration not stated)
0.1	-2.3	COc1ccccc1/C=N/N1C(=O)C(CC(=O)Nc2ccc([N+](=O)[O-])cc2OC)SC1=Nc1cccc(C)c1C (configuration not stated)

Ordered by SMILES length (low to high): part of the list above.
SENP6 block	SENP7 inh	SMILES
-1.2	-0.9	O=C(O)C1C2C=CC(O2)C1C(=O)NCCCn1ccnc1 (configuration not stated)
-3.2	-10.7	COc1cccc(C2=CC(c3ccc(N(C)C)cc3)n3ncnc3N2)c1 (configuration not stated)
-14.7	9.9	Cc1ccc(C2=NN=C(NC(=O)CSc3nc(C)cc(C)n3)SC2)cc1
-14.6	-4.5	Cc1ccccc1Nc1nnc(SCC(=O)NC(=O)Nc2ccc3c(c2)OCCO3)s1
-0.4	7.9	CCOC(=O)c1c(NC(=O)C2=C(C)NC(=S)NC2c2ccc(CC)cc2)sc(C)c1C (configuration not stated)
-0.5	3.8	CNC(=O)c1c(NC(=O)c2ccc(S(=O)(=O)N3CCCC3)cc2)sc2c1CCN(C(C)C)C2
-3.4	-0.3	C/C(CCC(=O)OC[C@H]1O[C@H](C#Cc2ccccc2)C=C[C@@H]1Oc1ccc(C)cc1)=N\OC[C@@H](O)[C@H]1O[C@@H]2OC(C)(C)O[C@@H]2[C@H]1O

The listing continues:
SENP6 block	SENP7 inh	SMILES
6.1	-0.8	COCCN1C(=O)N[C@@H](c2ccc(Br)cc2)C(C(=O)OC)=C1C
2.3	-10.7	Cc1coc2cc3oc(=O)c4c(c3cc12)CCC4
-13.1	-8.4	COC(=O)c1cc(N2C(=O)C3C(C2=O)C2(C)C=CC3(C)O2)ccc1Cl (configuration not stated)
1.8	-0.5	Cc1nc(C2CCC3C4CCC5=CC(=O)CC[C@]5(C)C4CC[C@]23C)cs1 (some centres not stated)
-3.1	12.0	Cc1cccc2cc(/C=N/NC(=O)CN3CCCCC3)c(Cl)nc12
-3.6	-2.5	O=[N+]([O-])c1cc(C(F)(F)F)ccc1N/N=C/c1cc2ccccc2nc1Cl
8.0	0.6	O=c1c2ccccc2c(C=Nc2ccc(S(=O)(=O)Nc3ncccn3)cc2)c(O)n1-c1cccc(Cl)c1
-17.2	-1.1	COc1ccc(OC)c(NS(=O)(=O)c2ccc(Br)s2)c1
10.8	0.2	O=C1CSC(=S)N1N1C(=O)c2cccc([N+](=O)[O-])c2C1=O
2.5	2.6	CCOC(=O)/C(C(=O)Nc1ccc(Cl)cc1Cl)=C1/NC(C)(C)Cc2ccccc21
-6.3	-2.3	COc1ccc(C(=O)C2CCCN(Cc3c(C)[nH]c4ccccc34)C2)c(OC)c1 (configuration not stated)
-7.4	-0.7	Cn1cccc1/C=N/NC(=O)c1sc2cc(Cl)ccc2c1Cl
3.4	-7.1	COc1ccc2[nH]c(=O)c(CN(Cc3cccs3)C(=S)Nc3ccccc3)cc2c1
-24.8	-3.6	CCCOc1ccc(/C(O)=C2/C(=O)C(=O)N(CCOC)C2c2cccnc2)cc1 (configuration not stated)
-13.8	-5.4	Cc1ccc(NCc2nnc(SCC(N)=O)n2CCc2ccccc2)cc1
7.8	10.6	Cc1cc2nc(-c3ccc(SCC(=O)NC(C)C)nc3)[nH]c2cc1C
-5.2	-0.8	O=C(NC1CCCCC1)C(=S)NC1CCCCC1
-20.1	-12.5	COc1ccc(OC)c(N=C2SCCCN2C(=O)c2ccc(N3C(=O)CCC3=O)cc2)c1
12.5	14.4	COC/C=C/C1=CC2=CC(=O)C(C)(OC(=O)c3cnc4ccccc4n3)C(=O)C2=CN1CCc1c[nH]c2ccccc12 (configuration not stated)
50.9*	-0.1	Cc1ccc(Cl)cc1Nc1nc(-c2sc(NC(=O)c3ccccc3)nc2C)cs1
-14.6	-10.8	Cc1cccc(N2CCN(S(=O)(=O)c3ccc4[nH]c(=O)c(=O)[nH]c4c3)CC2C)c1 (configuration not stated)
6.1	-0.8	CCCNC(=O)OC[C@H]1O[C@H](CCO/N=C/C[C@@H]2C=C[C@H](OC(C)=O)[C@@H](COC(C)=O)O2)C=C[C@@H]1Oc1ccc(OC)cc1
-4.3	-3.0	O=C(O)c1ccc(Nc2nc(-c3cccnc3)nc3ccccc23)cc1
0.0	-4.2	COc1ccc(C2=NNC(c3cc(Cl)cc4c3OCOC4)C2)c(O)c1 (configuration not stated)
-18.3	-3.7	Cc1cc(C(=O)CSc2cccc[n+]2[O-])c(C)n1-c1ccc(Br)cc1
8.2	-1.5	CCOc1ccc(CCN2C(=O)C(=O)N([C@H](CCCN(C)Cc3ccccc3)CNCc3ccccc3)C[C@@H]2C(C)C)cc1
2.7	6.2	CC(C)Nc1ccc(Cl)cc1[N+](=O)[O-]
7.0	1.5	Cc1nn2c(N)csc2nc1=O
-14.0	3.8	N/C(=N\c1nc(C(F)(F)F)cc(=O)[nH]1)Nc1ccc(Cl)cc1
38.6	-11.4	COc1cc(C(=O)NS(=O)(=O)c2ccccc2C)ccc1Cc1cn(C)c2ccc(NC(=O)OC3CCCC3)cc12

(further entries)
SENP6 block	SENP7 inh	SMILES
72.4*	63.9*	CCOc1ccccc1Nc1nc(-c2sc(NC(=O)c3ccccc3)nc2C)cs1
-1.8	3.8	CC(=O)NC(Cc1ccccc1C)C(=O)NC1CCN(c2ncccc2[N+](=O)[O-])CC1 (configuration not stated)
5.9	-10.1	COc1ccc(O[C@H]2C=C[C@@H](c3ccccc3)O[C@@H]2COC(=O)CC/C(C)=N/O[C@@H](C)CN2CCCCc3nc(C)c(C)cc32)cc1
-15.5	-5.2	CCC(CC)C(=O)Nc1ccncc1
-11.6	1.2	Cc1ccc2nc3n(c(=O)c2c1)-c1ccc(Cl)cc1C(=O)NC3Cc1ccccc1 (configuration not stated)
16.1	83.7*	CCOC(=O)c1c(C)[nH]c(C(=O)Nc2ccc3c(c2)OCO3)c1C
-20.4	-8.2	O=C(CSc1nnnn1-c1cccc(Cl)c1)Nc1ccc2c(c1)CCC2
2.8	0.7	CCC(C(=O)OCC(=O)Nc1cccc(S(=O)(=O)NC2=NCCCCC2)c1)c1ccccc1 (configuration not stated)
66.9*	7.8	CC(=O)[C@H]1[C@H](c2cccc(Cl)c2)C(C#N)(C#N)[C@@H]2c3ccccc3C=CN21
-1.5	-7.4	CCNC(=S)Nc1cccc([N+](=O)[O-])c1
-9.5	7.5	CCOCCCNC(=S)NCCCNc1nc2ccc(C)cc2cc1C#N
-6.7	7.0	CC(=O)Oc1c(C)cc(O)c2ccccc12
-8.7	-5.5	O=C1[C@H]2[C@H]3[C@H](O)[C@H](O)C/C(=N\OC[C@@H](O)COCc4ccco4)[C@@H]3CC[C@H]2C(=O)N1c1ccc(F)cc1F
1.5	-0.6	Cc1nnc2sc(SCc3ccccc3)nn2c1=O
8.8	-0.1	COC/C=C/C1=CC2=CC(=O)C(C)(OC(=O)c3cnc4ccccc4n3)C(=O)C2=CN1c1cccc(C#N)c1 (configuration not stated)
2.6	33.4	Oc1ccc(N=Nc2ccc3c(c2)OCO3)c2ccccc12
-1.1	-4.7	O=C1[C@@H]2C3C=CC(O3)[C@@H]2C(=O)N1c1ccccc1
-3.7	3.8	CCn1cc(NC(=O)CCl)c(C)n1
-17.4	1.9	Cc1cc(NNC(=O)Nc2cccc(Cl)c2)nc2c1c(C)nn2C
-17.2	7.0	Nc1c(C(=O)NCCc2ccc(Cl)cc2)sc2ccc(S(=O)(=O)N3CCCCC3)cc12
1.2	7.8	Cc1c(Cc2ccccc2)sc(N)c1C(N)=O
-4.0	-5.3	CC(O)(CC(=O)O)CC(=O)O
0.1	5.1	Cc1cccc(N(CC(=O)NC2CCCCC2)C(=O)CCC(=O)Nc2ccccn2)c1
9.5	5.5	COc1ccccc1N1CCN(C(=O)Cn2nc3n(C)c4ccccc4n3c(=O)c2=O)CC1
-17.9	-4.0	O=C(c1ccc(F)cc1)C1CCN(CCn2c(=S)[nH]c3ccccc3c2=O)CC1
1.8	-4.4	O=C1NC(Cc2ccccc2)c2nc3ccc(Br)cc3c(=O)n2-c2cc(Cl)ccc21 (configuration not stated)
0.7	-7.7	O=C(COc1cccc2ccccc12)Nc1cc(S(=O)(=O)N2CCOCC2)ccc1N1CCOCC1
-6.7	3.4	O=C(CN1C(=O)NC2NC(=O)NC21)N/N=C/c1ccccc1F (configuration not stated)
-16.6	-0.8	c1ccc2c(-c3cn4ccccc4n3)c[nH]c2c1
-10.1	-6.7	Cc1ccc2sc(-c3ccc(NC(=O)CCN4C(=O)c5ccccc5C4=O)cc3)nc2c1

Continuation:
SENP6 block	SENP7 inh	SMILES
-21.6	8.4	COc1ccccc1/C=N/NC(=Nc1ccc(C)cc1)c1nc2ccccc2s1
-9.7	-9.5	COc1ccc(-n2c(=S)[nH]c3cc(C(=O)Nc4ccccc4OC)ccc3c2=O)cc1
1.4	-5.2	CC(Oc1ccccc1)C(=O)N1CCC2(CC1)Oc1ccc(Cl)cc1C(=O)C21CC(c2ccccc2)=NO1 (configuration not stated)
-17.4	-10.2	Cc1noc(C)c1S(=O)(=O)NCCCN1CCN(Cc2ccccc2)CC1
10.2	-2.5	N#CC1(C#N)C2=C(CCCC2)NC(c2ccccc2)C1(C#N)C#N (configuration not stated)
-1.4	7.7	COc1ccc(C(OCC2CO2)c2ccc(OC)cc2)cc1 (configuration not stated)
-4.8	0.4	COc1ccc2nc(/C=N/NC(=O)[C@H](C)NC(=O)OC(C)(C)C)ccc2c1
21.1	-1.9	O=C(O)Cc1cc(I)c(Oc2ccc(O)c(I)c2)c(I)c1
1.9	-5.3	COc1ccc(-c2c(C)n([O-])c3c([n+]2=O)CCCC3)cc1OC
0.3	-4.4	Cc1cccc(N2CSC3=C(C#N)C(c4ccc(C)o4)CC(=O)N3C2)c1 (configuration not stated)
18.1	10.2	Cc1ccc(C2=[N+]([O-])C3(CCCCC/C3=N\NC(N)=S)N(O)C2(C)C)o1 (configuration not stated)
54.9*	29.9	CC(=O)[C@@H]1[C@@H]2C(=O)N(C3CCCCC3)C(=O)[C@@H]2C2c3ccccc3C=CN21 (some centres not stated)
6.0	-5.2	CCN(CC)CCN(C(=O)c1ccc(N2C(=O)CCC2=O)cc1)c1nc2cc3c(cc2s1)OCO3

Marked active in SENP7 inh, among the entries above:
SENP6 block	SENP7 inh	SMILES
72.4*	63.9*	CCOc1ccccc1Nc1nc(-c2sc(NC(=O)c3ccccc3)nc2C)cs1
16.1	83.7*	CCOC(=O)c1c(C)[nH]c(C(=O)Nc2ccc3c(c2)OCO3)c1C
